KCNK3 inh: human KCNK3 channel inhibition, primary screen; O14649; CHO-KCNK3 thallium flux, FluxOR fluorescence; stronger effect = lower value; B-score at 10 µM; hit rate 0.84% among 340,000;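 active = B-score under library mean minus 4 SD, starting fluorescence ratio at most library mean plus 5 SD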;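 note: more negative B-score means stronger inhibition of thallium flux through KCNK3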
TMEM16A inh: inhibitors of mouse TMEM16A calcium-activated chloride channel; normalized B-score (activity score, 25-100; higher = stronger inhibition) at 10 µM; Q8BHY3; hit rate 1.2% among 310,000; AID 588511; HEK293 TMEM16A/YFP iodide influx fluorescence, ionomycin;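 active = ratio plate-corrected score three or more library SD toward inhibition, starting fluorescence score within five deviations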;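 note: score derived from kinetic fluorescence span divided by baseline fluorescence per well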
KCNK9 block: human KCNK9 channel inhibition. Q9NPC2. HEK293 KCNK9, FluxOR thallium flux fluorescence; stronger effect = lower value. B-score at 10 µM. hit rate 1.2% among 310,000;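 active = ratio B-score over 3 SD below the library mean, with starting fluorescence within 5 SD of its mean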;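 note: negative B-score means less thallium flux so channel inhibition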
RGS4 block: inhibitors of human RGS4; P49798; HEK293 M3R/RGS4 inducible, Fluo-4 calcium flux; stronger effect = higher value; triggered by carbachol at its EC20; B-score at 10 µM; hit rate 0.45% among 310,000;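 active = B-score, a plate-corrected calcium signal, over three deviations above library mean, with baseline fluorescence within five deviations of library mean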;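 note: RGS4 expression induced by doxycycline in cells with stable M3 receptor; B-score is computed from the integrated fluorescence ratio over baseline after carbachol; higher B-score means a larger calcium signal and so more RGS4 inhibition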
Target sequence (P49798 whole entry, looked up): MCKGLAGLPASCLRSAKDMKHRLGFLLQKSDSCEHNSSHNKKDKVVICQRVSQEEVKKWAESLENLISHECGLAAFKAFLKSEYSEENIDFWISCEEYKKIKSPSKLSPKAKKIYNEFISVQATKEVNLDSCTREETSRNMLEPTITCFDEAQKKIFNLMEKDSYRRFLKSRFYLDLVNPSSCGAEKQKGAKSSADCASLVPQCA
SKKanGAS inh: inhibitors of SKKanGAS S. pyogenes growth in kanamycin (SK-promoter or general growth effect); hit rate 1.3% among 300,000; BacTiter-Glo, 6 h; inhibition, % at 7.5 µM;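 active = mean replicate score, as percent of positive control median, at least 50; inconclusive = mean below 50 but one replicate at or above 50; inactive = mean and every replicate below 50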;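 note: strain carries kanamycin resistance gene driven by streptokinase promoter and grows in 40 µg/ml kanamycin; loss of luminescence reflects streptokinase promoter inhibition or plain growth inhibition; 0% = median of DMSO wells and 100% = positive control at its reference dose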
HDAC3 inhib: human HDAC3 inhibition; O15379; recombinant HDAC3, fluorogenic peptide/trypsin coupled, fluorescence; inhibition, % at 8.3 µM; hit rate 0.15% among 320,000; AID 2718; in the data active = inhibition above about 26%, passing the limit was not always enough; inconclusive = no clear call, values can overlap the other calls
RGS4 pot: potentiators or activators of RGS4. hit rate 0.92% among 310,000. HEK293 M3R/inducible RGS4, carbachol calcium flux Fluo4; stronger effect = lower value. B-score at 10 µM;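 active = B-score of the integrated calcium signal more than 4 SD below the library mean, with starting fluorescence not abnormally high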;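 note: negative B-score means reduced calcium response which marks RGS4 activation or potentiation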
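Material: Inducible-RGS4 HEK293 cells carrying M3 receptor; also added: carbachol at ECmax as muscarinic agonist stimulus; incubation: compound preincubation 20 min at room temperature before agonist; signal: Fluo4-AM (2 µM) calcium-flux fluorescence, kinetic read; measure: integrated calcium ratio converted to B score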
KCNQ1 act: potentiates or activates the human KCNQ1 potassium channel; P51787; CHO-K1 KCNQ1, thallium flux FluxOR fluorescence; stronger effect = higher value; B-score at 10 µM; hit rate 0.35% among 310,000; AID 2648;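 active = fluorescence ratio B-score, a plate-corrected score, at least three library SD, with initial intensity B-score within 5 SD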
Target sequence (P51787 whole entry, looked up): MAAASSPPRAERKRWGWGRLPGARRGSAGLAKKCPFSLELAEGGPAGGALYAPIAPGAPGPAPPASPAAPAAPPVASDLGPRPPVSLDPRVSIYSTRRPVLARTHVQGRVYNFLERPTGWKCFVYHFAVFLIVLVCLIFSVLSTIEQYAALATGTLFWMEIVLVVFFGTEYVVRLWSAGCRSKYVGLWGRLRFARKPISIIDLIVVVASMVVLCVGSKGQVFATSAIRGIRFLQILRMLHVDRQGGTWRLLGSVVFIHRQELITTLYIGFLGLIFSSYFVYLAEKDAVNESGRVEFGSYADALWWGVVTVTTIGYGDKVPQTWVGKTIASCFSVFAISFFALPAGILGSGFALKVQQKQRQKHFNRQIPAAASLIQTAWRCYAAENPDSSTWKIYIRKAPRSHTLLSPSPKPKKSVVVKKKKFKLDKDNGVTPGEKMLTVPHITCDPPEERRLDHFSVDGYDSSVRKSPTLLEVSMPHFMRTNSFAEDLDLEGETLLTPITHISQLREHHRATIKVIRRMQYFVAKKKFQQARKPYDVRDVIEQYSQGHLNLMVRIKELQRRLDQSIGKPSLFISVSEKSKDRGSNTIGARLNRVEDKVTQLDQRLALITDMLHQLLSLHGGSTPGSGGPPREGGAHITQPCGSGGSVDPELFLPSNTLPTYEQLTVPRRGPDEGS
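System: Stable KCNQ1 CHO-K1 line | Incubation: 90 min dye loading and 20 min compound exposure, both at room temperature | Measure: Ratio B score | Medium: Assay buffer for compound exposure, DMSO matched across wells | Compound dosing: Single-concentration screen | Probe or stimulus: K+/Tl+ depolarizing stimulus | Measured by: Kinetic FluxOR fluorescence, 10 s baseline plus 110 s post-stimulus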
hERG protect: shields human hERG channel from block by proarrhythmic agents. Q12809. CHO-hERG, FluxOR thallium flux, dofetilide IC70 present. activation (rescue from dofetilide block), less the hit threshold, % at 10 µM. hit rate 0.51% among 310,000. AID 1511;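 active = activation above the mean of controls blocked by dofetilide plus 5 SD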;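 note: thallium influx through hERG after potassium depolarization seen as dye fluorescence rise; in these data hits start at about 4.7%; inactives centre near -7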
KCNQ1 block: human KCNQ1 channel inhibition. AID 2642. hit rate 1.3% among 310,000. B-score at 10 µM. P51787. CHO-K1 KCNQ1, FluxOR thallium flux fluorescence; stronger effect = higher value;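 active = compounds whose thallium flux B-score, printed positive for inhibition, exceeds three library SD while starting fluorescence stays within three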;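 note: channel opened by potassium depolarization with thallium stimulus after 20 min compound exposure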
TMEM16A act: mouse TMEM16A channel activation, primary screen | Q8BHY3 | HEK293 TMEM16A/YFP-H148Q/I152L, iodide quench fluorescence; stronger effect = lower value | B-score at 10 µM | hit rate 0.3% among 340,000;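 active = fluorescence-ratio B-score plate-corrected deviation score at least 3 library SD below zero, with starting fluorescence score within 5 deviations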;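 note: channel opened by trigger with iodide after compound preincubation; score built on the fluorescence ratio of max minus min over baseline; more negative score means more quench and so TMEM16A activation or potentiation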
The depositor's hits bear a star; i = inactive; ? = inconclusive; . = no result given.

SMILES	KCNK3 inh	TMEM16A inh	KCNK9 block	RGS4 block	SKKanGAS inh	HDAC3 inhib	RGS4 pot	KCNQ1 act	hERG protect	KCNQ1 block	TMEM16A act
ON1C(c2ccc(Cl)cc2Cl)N(O)[C@H]2CCCC[C@H]21 (stereo partly drawn)	i	100*	i	i	-2.2	-0.6	i	i	-3.1	i	i
Cc1onc(-c2ccccc2Cl)c1C(=O)N1CCN(c2cccc(Cl)c2)CC1	i	i	i	i	7.7	-2.5	i	i	-4.8	i	i
COc1ccc(F)cc1S(=O)(=O)N1CCN(Cc2ccc3c(c2)OCO3)CC1	i	i	i	i	-2.5	?	i	i	-10.2	i	i
CN1C(C)(C)CC(=NOC(=O)c2ccccc2)CC1(C)C	i	i	i	i	-4.3	5.8	i	i	-9.8	i	i
O=C(c1ccco1)c1nc2c(n1O)CCCCC2	i	i	i	i	6.5	-1.6	i	i	-8.7	i	i
COc1ccc(/C=N/N(C)C2=NS(=O)(=O)c3ccccc32)cc1OC	i	i	i	i	0.7	-4.4	i	i	-2.8	i	i
Cc1sc2c(c1C)CN(Cc1ccncc1)CN2C(=O)c1ccco1	i	i	i	i	-2.6	1.8	i	i	-9.1	i	i
O=C(c1ccc(OC2CCN(CCc3ccccc3)CC2)cc1)N1CCCC1	i	i	i	i	1.5	-6.9	i	i	-11.7	i	i
N=C1/C(=C/c2ccc(Br)o2)C(=O)N=C2SC(CC(=O)N3CCCC3)=NN12	i	i	i	i	5.0	2.9	i	i	-6.0	i	i
Cc1ccccc1NC(=O)c1cnn(-c2ccccc2)c1C	i	i	i	i	-3.6	1.0	i	i	-7.4	i	i
CCc1nnc(NS(=O)(=O)c2ccc(NC(=O)c3ccc(Cl)cc3)cc2)s1	i	i	i	i	5.0	10.2	i	i	-10.0	i	i
OC(COc1ccc2c(c1)OCO2)CN1CCN(c2ccc(F)cc2)CC1 (stereo not drawn)	i	i	i	i	-3.8	-3.4	i	i	-7.8	i	i
CN(CC(=O)Nc1ccc(F)c(Cl)c1)S(=O)(=O)c1ccc2c(c1)n(C)c(=O)c(=O)n2C	i	i	i	i	-1.4	3.8	i	i	-7.3	i	i
Cc1ccccc1CS(=O)(=O)c1ncc(Cl)c(C(=O)Nc2ccc(F)cc2)n1	i	i	i	i	-12.3	2.3	i	i	-13.7	i	i
Cc1cn(S(=O)(=O)c2ccc(Cl)cc2)c(C)n1	i	i	i	i	-22.1	-0.1	i	i	-17.9	i	i
O=C(Nc1ccc(C(=O)O)cc1)/C(=C\c1ccc2c(c1)OCO2)NC(=O)c1ccc(Br)o1	i	i	i	i	3.3	-58.0	i	i	-0.6	i	i
C=CCN1c2ccccc2[C@]23C[C@@H](C(=O)OC)N(C(=O)c4cc(C)oc4C)C2=NC(C(=O)OC)=C(C(=O)OC)[C@H]13	.	i	i	i	0.0	-3.7	i	i	-4.9	i	.
Cc1cccc(-n2ncc3c(Nc4ccc(F)cc4)ncnc32)c1	i	i	i	i	0.9	-0.1	i	i	-6.9	i	i
CC(C)C1N(C(N)=S)N=CC1(C)C (stereo not drawn)	i	i	i	i	-6.6	-6.6	i	i	-5.9	i	i
Cc1ccc(OCc2cc(C(=O)NCc3cnn(-c4cccc(F)c4)c3)no2)cn1	i	i	i	i	-3.8	-0.6	i	i	-6.4	i	i
Fc1ccc(-c2nnc3sc(C4COc5ccccc5O4)nn23)cc1 (stereo not drawn)	i	i	i	i	-1.0	0.5	i	i	-8.4	i	i
O=C(Cc1cccc2ccccc12)N/N=C/C=C/c1cccc([N+](=O)[O-])c1	i	i	i	i	-15.1	-3.2	i	i	-3.7	i	i
COc1ccc(C23NCCN2C(=O)c2ccccc23)cc1 (stereo not drawn)	i	i	i	i	2.6	-0.5	i	i	-7.6	i	i
Cc1[nH]c2ccccc2c1CCN(Cc1cccnc1)C(=S)Nc1cccc(F)c1	i	i	-7.55*	i	-2.6	7.4	i	i	-26.4	i	i
CCN(CC)S(=O)(=O)c1ccc(Cl)c(C(=O)Nc2nnc(C)s2)c1	i	i	i	i	4.1	-9.9	i	i	-10.4	i	i
O=C(c1cccc(OC2CCN(Cc3cccc(OCCO)c3)CC2)c1)N1CCCC1	i	i	i	i	3.7	1.2	i	i	-12.8	i	i
CC(=O)N1N=C(c2cccs2)CC1c1ccc(Br)cc1 (stereo not drawn)	i	i	i	i	6.8	3.5	i	i	-7.7	i	i
On1nnc2ccc(C(F)(F)F)cc21	i	i	i	i	-0.5	.	i	i	-9.3	i	i
COc1ccc(/C=C/C(=O)NCC(=O)N/N=C/c2cc(Br)ccc2OCc2ccccc2)cc1	i	i	i	i	26.2	-2.5	i	i	-5.5	i	i
CCOc1ccc(NC(=O)N2CCC(c3nc4ccccc4o3)CC2)cc1	i	i	i	i	10.6	1.6	i	i	-1.5	i	i
Cc1cc(-c2nnc(CCC(=O)NCC(C)c3ccccc3)o2)no1 (stereo not drawn)	i	i	i	i	-1.7	3.4	i	i	-8.1	i	i
COc1ccc(NC(=O)c2onc(C)c2Cl)cc1OC	i	i	i	i	-5.5	3.5	i	i	-0.2	i	i
CCC(C(=O)N1CCOCC1)n1nc(C)c2c(C)n(-c3ccccc3)nc2c1=O (stereo not drawn)	i	i	i	8.97*	16.7	2.4	i	i	-3.0	i	i
O=C(NCCSc1ccc(Br)cc1)c1ccc2nc[nH]c2c1	i	i	i	i	-25.2	-5.9	i	i	-11.5	i	i
Cc1cccc(NC(=O)C2CCCN2C(=O)OCC(C)C)c1C (stereo not drawn)	i	i	i	i	1.4	8.6	i	i	-13.3	i	i
Cc1ccc(OCCCN2CCOCC2)cc1	i	i	i	i	-4.7	7.5	i	i	-0.3	i	i
O=C(CN1CCN(c2ccc(F)cc2)CC1)OCc1ccccc1	i	i	i	i	0.5	-2.2	i	i	-4.9	i	i
COc1ccc2c(c1)cc(C(=O)O)n2C	i	i	i	i	-6.0	-9.6	i	i	-15.1	i	i
CC(=O)Nc1ccc(S(=O)(=O)N(C)CC(=O)OCC(=O)N2CCCCCC2)cc1	i	i	i	i	-0.4	2.8	i	i	-10.9	i	i
Cc1cc(C)cc(C(=O)Nc2ccc(N3CCN(S(C)(=O)=O)CC3)cc2)c1	i	i	i	i	-3.7	0.2	i	i	-1.3	i	i
Cn1cccc1-c1cc(C(=O)O)[nH]n1	i	i	i	i	-4.3	-0.8	i	i	-5.8	i	.
COc1ccc(NS(=O)(=O)/C=C/c2ccc(OC)c(OC)c2)cc1	i	i	i	i	-17.8	6.2	i	i	-6.1	i	i
CC12CCC(C(=O)N(NC(=O)c3ccccc3O)C1=O)C2(C)C (stereo not drawn)	i	i	i	i	-4.1	-3.7	i	i	-6.4	i	i
Nc1nc(Oc2ccc(F)cc2)c(Br)c(=O)[nH]1	i	i	i	i	2.8	-6.3	i	i	-8.8	i	i
CCN(CC(=O)Nc1ccc(NC(C)=O)cc1)C(=O)c1cc(CN2C(=O)c3ccccc3C2=O)ccc1OC	i	i	i	i	-1.2	2.6	i	i	-14.3	i	i
Cc1cc(-c2nc3ncccc3o2)ccc1N	i	i	i	i	0.3	-164.1	i	i	-3.9	i	i
COc1ccc(-c2noc(N3CCC(C(=O)Nc4ccc(OC)c(OC)c4)CC3)n2)cc1	i	i	i	i	2.2	.	i	i	-6.5	i	i
NS(=O)(=O)c1ccc(CCNC(=O)c2ccc([N+](=O)[O-])cc2[N+](=O)[O-])cc1	i	i	i	i	-2.7	6.2	i	i	-3.5	i	i
CCCn1nc(C(=O)Nc2ccc(S(=O)(=O)Nc3ncccn3)cc2)c2ccccc2c1=O	i	i	i	i	13.7	7.4	i	i	-10.6	i	i
CC1CC(C)CN(C(=O)CCNS(=O)(=O)c2ccc3c(c2)CCC(=O)N3)C1 (stereo not drawn)	i	i	i	i	-5.3	-7.8	i	i	-10.9	i	i
The results go on:
SMILES	KCNK3 inh	TMEM16A inh	KCNK9 block	RGS4 block	SKKanGAS inh	HDAC3 inhib	RGS4 pot	KCNQ1 act	hERG protect	KCNQ1 block	TMEM16A act
O=C(Nc1ccc2c(c1)C(=O)N(CC1CCCO1)C2=O)c1ccccc1Br (stereo not drawn)	i	i	i	i	-0.1	-5.8	i	i	-5.5	i	i
COc1ccc(CCN(Cc2cc3cccc(C)c3n3nnnc23)C(=O)c2ccncc2)cc1OC	.	i	i	i	-15.4	0.3	i	i	-6.4	i	.
COc1cc(C)nc(N2CCCC(C(=O)Nc3cccc(Cl)c3Cl)C2)n1 (stereo not drawn)	i	i	i	i	0.2	?	i	i	-6.7	i	i
CCOc1ccc(OCCC(=O)N(CCC(C)C)c2c(N)n(Cc3ccccc3)c(=O)[nH]c2=O)cc1	i	i	i	i	-1.5	0.0	i	i	-10.1	i	i
NC(=O)c1cc2ccccc2o/c1=N/NC(=O)c1cccc(Cl)c1	i	i	i	i	4.2	4.2	i	i	-6.0	i	i
COc1ccc(NS(=O)(=O)c2ccc3oc(=O)ccc3c2)cc1	i	i	i	i	1.5	4.8	i	i	-8.5	i	i
Cc1cc(C)cc(NC(=O)NCc2c(-c3ccccc3)noc2C)c1	i	i	i	i	-1.4	-8.1	i	i	-10.2	i	i
O=C(Nc1ccccc1)N(CCc1nc2ccccc2[nH]1)C1CCCC1	i	i	i	i	2.3	-3.1	i	i	-9.6	i	i
Cc1cc2oc(=O)c(CC(=O)NCCCO)c(C)c2c2occ(C(C)(C)C)c12	i	i	i	i	-5.0	-11.6	i	i	-9.2	i	i
C=CCc1c(C)c(C#N)c2nc3ccccc3n2c1N1CCCCC1	i	i	i	i	14.4	8.3	i	i	-12.3	i	i
COCCN(C(=O)CCC(=O)Nc1cc(C)on1)C(C(=O)NC(C)(C)C)c1ccccc1Cl (stereo not drawn)	i	i	i	i	1.6	-2.4	i	i	-2.4	i	i
Cc1ccc(NC(=O)CSc2nnc(Cc3csc(C)n3)o2)c(C)c1	i	i	i	i	-5.4	2.1	i	i	-9.7	i	i
CCN(c1ccc(NC(=O)COC(=O)CCc2cc(OC)c(OC)c(OC)c2)cc1)C(C)C	i	.	i	i	-0.3	.	i	i	-10.9	i	i

Outcome played no part in choosing rows; overall some 6.3% were active at least once.
